Assay outcomes as filed in PubChem BioAssay.
Keap1 Nrf2 FP = inhibitors of human Keap1-Nrf2 protein-protein interaction. actives 0.15% (n = 340,000). inhibition, % at 9.4 µM. Keap1 Kelch-Nrf2 peptide fluorescence polarization, 1536-well. Q14145; in the data active = inhibition above about 12%;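 also: human Keap1 Kelch domain with fluorescein labeled Nrf2 9mer peptide probe; 0% = neutral control wells and 100% = peptide positive control; higher means more block of Keap1 binding to Nrf2 peptide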
Target sequence (Q14145 whole entry, looked up, the tested form may be a part): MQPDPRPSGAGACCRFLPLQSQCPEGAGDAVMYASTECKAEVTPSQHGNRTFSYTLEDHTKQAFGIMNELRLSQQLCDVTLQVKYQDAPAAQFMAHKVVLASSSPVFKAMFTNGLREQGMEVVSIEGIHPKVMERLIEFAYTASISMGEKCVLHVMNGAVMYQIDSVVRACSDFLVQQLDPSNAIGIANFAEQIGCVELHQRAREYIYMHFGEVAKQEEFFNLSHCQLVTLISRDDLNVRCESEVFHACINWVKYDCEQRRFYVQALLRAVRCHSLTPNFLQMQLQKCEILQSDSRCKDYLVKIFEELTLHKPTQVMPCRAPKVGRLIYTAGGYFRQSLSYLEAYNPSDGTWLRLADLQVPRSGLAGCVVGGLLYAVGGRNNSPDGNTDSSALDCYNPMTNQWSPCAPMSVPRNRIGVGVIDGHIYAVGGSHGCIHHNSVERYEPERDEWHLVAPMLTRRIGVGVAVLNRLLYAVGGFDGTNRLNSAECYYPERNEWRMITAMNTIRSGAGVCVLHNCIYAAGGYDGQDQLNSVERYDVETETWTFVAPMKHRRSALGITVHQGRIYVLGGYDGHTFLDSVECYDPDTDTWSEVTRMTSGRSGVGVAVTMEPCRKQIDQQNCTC
HTR5A ag = counter-screen for OPRM1-OPRD1 agonists: human HTR5A agonism; P47898; HTR5A agonist assay, luminescence, cell-based; activation, % at 9.3 µM; actives 0.61% (n = 340,000); AID 504692; in the data active = activation mostly above about 9.5%, no sharp cut-off; inactive = mostly below about 7.6%;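 also: 0% = cells with vehicle only and 100% = reference agonist; strong numbers were not always called active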
Target sequence (P47898 whole entry, looked up): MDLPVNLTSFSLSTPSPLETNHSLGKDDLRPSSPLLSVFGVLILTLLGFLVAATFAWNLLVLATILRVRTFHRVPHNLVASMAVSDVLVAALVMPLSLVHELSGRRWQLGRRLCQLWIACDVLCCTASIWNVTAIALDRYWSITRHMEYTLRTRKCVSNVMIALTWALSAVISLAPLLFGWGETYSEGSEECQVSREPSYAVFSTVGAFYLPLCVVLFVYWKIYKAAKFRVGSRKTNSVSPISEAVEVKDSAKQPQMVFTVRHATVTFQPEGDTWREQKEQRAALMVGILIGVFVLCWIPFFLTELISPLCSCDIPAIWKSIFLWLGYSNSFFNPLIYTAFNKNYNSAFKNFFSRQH
V-ATPase pH = yeast V-ATPase proton transport regulation by pHLuorin; response, % at 10 µM; actives 0.37% (n = 350,000); S. cerevisiae, pHLuorin cytosolic pH fluorescence; in the data active = response mostly above about 7.3%, no sharp cut-off; inactive = mostly below about 5.4%; also: actives read high; inactives centre near 0; some compounds called inactive have numbers as strong as hits; reference of the scale not given here
cardiac RTF act = cardiac RTF calcium sensitization | P19429+P45379 | IANBD-labeled TnC RTF fluorescence at EC20 calcium; 0% EC20 calcium, 100% full calcium | activation, % at 7.2 µM | actives 0.24% (n = 340,000);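 active = activation above the mean over all tested compounds plus 3 SD, cut at about 30% in these data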;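 also: rise in fluorescence read as greater calcium sensitivity of cardiac thin filaments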
MOR-DOR inv ag = inverse agonist of human OPRM1-OPRD1 heterodimerization. inhibition, % at 9.3 µM. actives 0.21% (n = 340,000). cell-based MOR-DOR heterodimer luminescence, inverse agonism. AID 504357; in the data active = inhibition above about 22%, passing the limit was not always enough;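 also: 0% = cells with DMSO and 100% = wells without cells with DMSO; values of inactives mirror those of a sister screen read the other way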
LANA DNA inh = blocks KSHV LANA C-terminal domain binding to DNA | MBP-C-LANA/FAM-LBS DNA binding, fluorescence polarization | actives 0.078% (n = 340,000) | inhibition, % at 9 µM | AID 504423;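 active = highest replicate inhibition at or above 60% at 9 µM, even if other replicates fall short; inactive = all replicates below 60% inhibition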;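 also: 0% = neutral control wells and 100% = 4 µM acridine orange control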
OPRM1-OPRD1 ag = agonists of human mu-delta opioid receptor heterodimerization; P35372+P41143; cells, OPRM1-OPRD1 heterodimerization, luminescence; activation, % at 9.3 µM; actives 0.3% (n = 340,000); AID 504326; in the data active = activation above about 18%;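 also: 0% = vehicle-treated cells and 100% = reference agonist; values of inactives mirror those of a sister screen read the other way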
RTF Ca sens inh = cardiac RTF calcium desensitization | P19429+P45379 | IANBD-labeled cardiac RTF, Ca2+ fluorescence | inhibition, % at 7.15 µM | actives 0.12% (n = 340,000) | AID 493244;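 active = inhibition above the mean inhibition of all tested compounds plus 3 SD, cut at about 17% in these data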;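 also: assay run at fixed EC70 calcium of 1.6 mM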
HTR5A inv ag = HTR5A inverse agonism, opioid heterodimer counter-screen; P47898; HTR5A cell line, luminescence; inhibition, % at 9.3 µM; actives 0.083% (n = 340,000); AID 504634; in the data active = inhibition mostly above about 23%, no sharp cut-off; inactive = mostly below about 18%;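 also: 0% = cells with DMSO and 100% = no-cell wells with DMSO; some compounds called inactive have numbers as strong as hits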
CAL PDZ FP = blocks peptide binding to the human CAL PDZ domain; Q9HD26; purified CAL PDZ, TMR-peptide fluorescence polarization, 1 h; inhibition, % at 24.9 µM; actives 0.92% (n = 300,000); AID 602252;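 active = mean inhibition of at least 30% with at least half of replicates also reaching 30%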;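 also: 0% = DMSO neutral control and 100% = excess unlabeled competitor peptide PRC23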
Starred values were filed as active, the others as inactive; / = no result given.

SMILES | Keap1 Nrf2 FP | HTR5A ag | V-ATPase pH | cardiac RTF act | MOR-DOR inv ag | LANA DNA inh | OPRM1-OPRD1 ag | RTF Ca sens inh | HTR5A inv ag | CAL PDZ FP
O=S(=O)(NCc1csc(-c2cccs2)n1)c1ccccc1 | 5 | 2 | -6 | 3 | -3 | -0.5 | 0.5 | -5 | -3 | -9
CCN(CC(=O)NCc1ccc(F)cc1)CC(=O)Nc1ccc(S(=O)(=O)N2CCCC2)cc1 | 2 | 0 | -2 | -3 | -23 | -0.7 | 4.4 | -6 | 13 | -1
O=C(C/C=N/OCc1c(Cl)cccc1Cl)c1cnc(-c2ccccc2)s1 | -5 | 6 | -2 | 2 | 2 | 0.8 | -0.4 | -19 | -4 | -3
O=C1CN(c2nc(-c3cccnc3)nc3scc(-c4ccccc4)c23)CCN1 | -5 | -1 | 5 | 10 | -8 | 0.2 | 1.4 | -3 | 3 | -3
Cc1ccc(SCC(=O)c2cc(C)c(O)c(C)c2)cc1 | 1 | 4 | -3 | -7 | 11 | 1.9 | -2.2 | -4 | -16 | -2
COC(=O)CC(NS(=O)(=O)c1cccs1)c1ccc2c(c1)OCO2 (stereo not drawn) | -2 | -6 | -4 | -1 | 18 | -2.7 | -5.5 | 1 | -13 | 3
COc1ccc(-c2nc3cnccn3c2NC(C)(C)CC(C)(C)C)cc1O | -3 | 3 | 0 | -2 | 13 | 1.2 | -2.8 | -4 | -7 | -3
O=C1C(=O)N(Cc2cccnc2)C(c2cccc([N+](=O)[O-])c2)/C1=C(/O)c1ccc2c(c1)OCO2 (stereo not drawn) | -2 | -5 | 2 | 1 | 4 | -1.9 | -0.7 | 1 | -3 | -1
O=C1CC2(CCN(C(=O)c3cccc(Cl)c3)CC2)Oc2ccccc21 | 1 | 4 | 4 | 3 | -7 | 0.9 | 1.0 | -12 | -10 | 1
CCOc1ccc(CN2CCNC(=O)C2CC(=O)NCCC2=CCCCC2)cc1 (stereo not drawn) | 1 | / | 0 | / | / | 0.3 | / | / | / | 5
O=C(c1cnn2c(C(F)F)cc(-c3ccccc3)nc12)N1CCN(Cc2ccc3c(c2)OCO3)CC1 | 3 | 3 | -1 | -3 | 10 | 13 | -2.5 | 7 | -7 | -2
Cc1cccc2c1cnn2C(=O)Nc1cc(F)ccc1F | -5 | 3 | 4 | 2 | 10 | 0.8 | -1.8 | -10 | -11 | -9
COc1cc(NC(=O)C2=CC(c3cccs3)=NS(=O)(=O)N2C)cc(OC)c1OC | -6 | -4 | 1 | -1 | 9 | 0.2 | -1.7 | -1 | 10 | -2
COc1ccc(Cl)cc1NC(=O)C/C(C)=N/NC(=O)c1ccccc1[N+](=O)[O-] | -3 | 1 | 1 | -1 | 10 | -1.8 | -2.2 | 0 | -4 | 0
O=C(CN1C(=O)/C(=C\c2cccc(Br)c2)Oc2ccccc21)NCCCN1CCOCC1 | 1 | 1 | -8 | 4 | 0 | -0.8 | -0.1 | 6 | 1 | -3
Cc1ccc(N2C(=O)c3ccccc3C2(O)c2ncc[nH]2)cc1 (stereo not drawn) | -2 | 5 | -1 | -3 | 14 | -0.1 | -2.6 | -6 | -14 | -4
O=C(NC12CC3CC(CC(C3)C1)C2)c1ccc(=O)oc1 | 3 | 0 | -1 | 2 | 10 | 0.9 | -2.2 | 5 | 12 | -3
CCCCOC(=O)c1ccc(NC(=S)NC(=O)c2c(Cl)cnn2CC)cc1 | -1 | 0 | 10 | 1 | 11 | -2.2 | -2.1 | 2 | -32 | 6
CCN(CC(=O)NCCCN1CCOCC1)S(=O)(=O)c1ccc(Cl)cc1 | 1 | -3 | 2 | -3 | 12 | 0.3 | -2.2 | -3 | 9 | -2
O=C(N/N=C/c1ccccn1)c1ccc(N/N=C/c2ccccn2)cc1 | 0 | 6 | -15 | 4 | 11 | 0.8 | -1.6 | -31 | 18 | -1
C=CCn1c(=O)c(C(=O)Nc2cc(C)ccn2)c(O)c2ccccc21 | -2 | 0 | -1 | 5 | 9 | -3.5 | -1.8 | -9 | -5 | /
Cc1cc(C)c(OCC(=O)Nc2cc(C(=O)O)cc(C(=O)O)c2)cc1C | -3 | -1 | -1 | -4 | 10 | -0.9 | -1.9 | -1 | -7 | -6
C=C(C1=CCN(S(=O)C(C)(C)C)[C@H]1CCO)c1ccccc1 (stereo partly drawn) | -3 | 1 | 2 | -2 | 3 | -1.9 | -0.7 | -2 | -3 | -4
NS(=O)(=O)c1ccc(CCNC(=O)c2ccc3nccnc3c2)cc1 | 5 | -4 | -2 | -8 | 4 | 9.1 | -0.8 | 1 | 17 | -4
COc1ccc(-c2cc(CCCC(=O)NCCc3ccccc3)no2)cc1 | 1 | 0 | 4 | 3 | 9 | -1.1 | -1.6 | -9 | 1 | -1
Cc1ccc(OCCCN2C(=O)C(=O)c3cccc(C)c32)cc1 | -1 | -1 | 0 | 2 | 45* | -0.8 | -8.3 | 2 | 3 | -3
O=C(CC1Oc2ccc(Cl)cc2NC1=O)NC1CCCCCC1 (stereo not drawn) | -2 | 0 | -4 | 2 | -5 | -1.2 | 1.0 | -4 | -1 | -4
COc1ccc(CCNc2ncnc3c2nnn3Cc2ccccc2)cc1OC | 0 | 0 | 1 | -3 | 7 | 3.1 | -1.5 | 9 | 0 | -3
Cc1csc(NC(=O)CSc2nnc(NC(=O)COc3ccccc3)s2)n1 | -5 | -1 | 0 | 1 | -53 | -1.2 | 10 | -52 | -2 | -3
CCN(C(=O)c1cccc(F)c1)c1ccccc1C | -2 | 0 | -5 | -3 | 8 | -0.3 | -1.4 | -11 | 6 | 1
Cc1csc(NC(=O)[C@@H](NC(=O)c2ccccc2)C(C)C)n1 | 4 | -2 | 0 | -5 | 1 | 3.3 | -0.1 | -3 | 8 | -3
CCc1ccc(N(C2C=CS(=O)(=O)C2)S(=O)(=O)c2ccccc2)cc1 (stereo not drawn) | -3 | -1 | -2 | -1 | 14 | 2.3 | -2.6 | -4 | -7 | -2
COc1ccc(CC(=O)N/N=C/c2ccc(-c3cccc(C(=O)O)c3)o2)cc1OC | -1 | 0 | -3 | 1 | 9 | 3.9 | -1.7 | 3 | -15 | -5
O=C(Nc1cccnc1Cl)c1cc([N+](=O)[O-])ccc1Cl | -2 | -4 | -2 | -1 | 6 | -2.1 | -1.3 | -5 | 11 | 1
O=C(NCc1ccccn1)Nc1cccc(F)c1 | 5 | 0 | -1 | -5 | 3 | 1.4 | -0.5 | 4 | -2 | -3
COc1ccc(COc2cccc3ccc(C)nc23)cc1F | -1 | -2 | -3 | 2 | 5 | -1.3 | -0.7 | -25 | -1 | -3
CN(C(N)=S)c1ccccc1 | -2 | 4 | -1 | -6 | 10 | -1.6 | -2.5 | -2 | -5 | -5
CC1CCC(NC(=O)c2ccc(COc3ccccc3)o2)CC1 (stereo not drawn) | -4 | 0 | -2 | 5 | -7 | -0.6 | 1.2 | -4 | -42 | -5
CC(C)(C)c1ccc(-n2ncc3c2CCCC3NC(=O)CCN2CCCO2)cc1 (stereo not drawn) | -5 | 0 | -8 | -1 | -10 | -1.4 | 1.9 | -5 | -1 | -6
CS(=O)(=O)C1=C(O)C(=O)N(CCCC(=O)O)C1c1ccccc1F (stereo not drawn) | -5 | 16* | -10 | 1 | 1 | 0.0 | -0.1 | 2 | -43 | -3
CCOC(=O)C1(Cc2cccc(OC)c2)CCN(Cc2ccccc2)CC1 | -4 | 1 | 0 | -3 | 0 | -1.2 | 0.0 | -16 | -6 | 0
O=C(CSc1nc2ccccc2c(=O)n1CC1CCCO1)N1CCN(c2ccccc2)CC1 (stereo not drawn) | -7 | -4 | 2 | 2 | 7 | 0.8 | -1.4 | -3 | 4 | /
CNc1n[nH]c(=S)s1 | -7 | -1 | 1 | 9 | -6 | -0.3 | 1.2 | -6 | -6 | /
COc1cc(OC)c(C2NC(=O)CCC2[N+](=O)[O-])cc1OC (stereo not drawn) | -4 | 2 | -4 | -5 | 15 | 2.3 | -2.9 | -8 | -8 | -1
COc1cc(-n2c(=O)c3ccccc3n(Cc3cccc(C)c3)c2=O)cc(OC)c1OC | 0 | -2 | -3 | -2 | -5 | -1.8 | 1.0 | 7 | 5 | 0
CC(C)Cc1ccc(C(C)C(=O)Nc2ncccn2)cc1 (stereo not drawn) | -4 | 5 | -3 | 10 | -5 | 0.2 | 0.9 | -1 | -15 | 4
CCC1C(=O)NCCN1C(=O)c1cc(COc2cc(C)ccc2C)on1 (stereo not drawn) | 0 | 3 | -2 | -1 | 11 | 0.6 | -2.1 | -6 | -11 | -15
CCN(CC)c1ccc(NC(=O)c2ccccc2F)cc1S(=O)(=O)Nc1ccccc1OC | -7 | 2 | 2 | 4 | 13 | -0.4 | -2.5 | 5 | -5 | -4
COc1ccc(OC)c(-c2nnc(NC(=O)C(C)Sc3nncn3C)s2)c1 (stereo not drawn) | 4 | 9 | -5 | 2 | 2 | 0.5 | -0.4 | -4 | -27 | /
OCc1nnn(-c2cccc(C(F)(F)F)c2)c1CO | -2 | 4 | 1 | 3 | -1 | -1.7 | 0.2 | -13 | -6 | 0
COc1ccc(CCNC(=O)COc2ccc(-c3ccccc3)cc2)cc1OC | 5 | -1 | 2 | 0 | 7 | -0.4 | -1.4 | 0 | 3 | -2

A draw from above in order of molecular weight, ascending:
SMILES | Keap1 Nrf2 FP | HTR5A ag | V-ATPase pH | cardiac RTF act | MOR-DOR inv ag | LANA DNA inh | OPRM1-OPRD1 ag | RTF Ca sens inh | HTR5A inv ag | CAL PDZ FP
OCc1nnn(-c2cccc(C(F)(F)F)c2)c1CO | -2 | 4 | 1 | 3 | -1 | -1.7 | 0.2 | -13 | -6 | 0
CC(C)Cc1ccc(C(C)C(=O)Nc2ncccn2)cc1 (stereo not drawn) | -4 | 5 | -3 | 10 | -5 | 0.2 | 0.9 | -1 | -15 | 4
CC1CCC(NC(=O)c2ccc(COc3ccccc3)o2)CC1 (stereo not drawn) | -4 | 0 | -2 | 5 | -7 | -0.6 | 1.2 | -4 | -42 | -5
CCC1C(=O)NCCN1C(=O)c1cc(COc2cc(C)ccc2C)on1 (stereo not drawn) | 0 | 3 | -2 | -1 | 11 | 0.6 | -2.1 | -6 | -11 | -15
CCOC(=O)C1(Cc2cccc(OC)c2)CCN(Cc2ccccc2)CC1 | -4 | 1 | 0 | -3 | 0 | -1.2 | 0.0 | -16 | -6 | 0
CC(C)(C)c1ccc(-n2ncc3c2CCCC3NC(=O)CCN2CCCO2)cc1 (stereo not drawn) | -5 | 0 | -8 | -1 | -10 | -1.4 | 1.9 | -5 | -1 | -6
COc1cc(-n2c(=O)c3ccccc3n(Cc3cccc(C)c3)c2=O)cc(OC)c1OC | 0 | -2 | -3 | -2 | -5 | -1.8 | 1.0 | 7 | 5 | 0
O=C(CSc1nc2ccccc2c(=O)n1CC1CCCO1)N1CCN(c2ccccc2)CC1 (stereo not drawn) | -7 | -4 | 2 | 2 | 7 | 0.8 | -1.4 | -3 | 4 | /
CCN(CC)c1ccc(NC(=O)c2ccccc2F)cc1S(=O)(=O)Nc1ccccc1OC | -7 | 2 | 2 | 4 | 13 | -0.4 | -2.5 | 5 | -5 | -4
